Hck-Nef inh = inhibitors of human Hck kinase activated by Nef; P08631; Recombinant Hck-YEEI plus Nef, Z-Lyte FRET kinase assay; inhibition, % at 20 µM; 0.68% of 220,000 active; AID 463187;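 active means Hck-Nef kinase inhibition above about 50%, limit read from the data; inactive means inhibition below that limit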;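 further: 0% = DMSO with Hck plus Nef and 100% = Hck alone without Nef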
TNF death inh = TNF-alpha cell death inhibition in Jurkat FADD-/- cells; Jurkat FADD-/- TNF necroptosis rescue, ATP luminescence, 24 h; 0 = TNF only, 100 = no-TNF cells; 0.068% of 220,000 active; activation (protection from cell death), % at 10 µM; AID 463075;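 active means activation, meaning protection from cell death, of at least 50% relative to plate controls; inactive means activation below 50%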;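 further: necroptosis triggered by 40 ng/mL TNF-alpha added together with compound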
Runt-SMMHC FRET = inhibitors of human RUNX1 Runt domain binding to CBFb-SMMHC. Q01196+Q13951. Cerulean-Runt/Venus-CBFb-SMMHC FRET ratio 530/480, 1 h. inhibition, % at 20 µM. 0.74% of 220,000 active;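 active means mean inhibition across duplicate retests at 20 µM reaching about 50%, limit read from the data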;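 further: 0% = DMSO wells and 100% = wells with excess untagged CBFb-SMMHC; inhibitors lower the FRET ratio by blocking Runt binding to CBFb-SMMHC; some results filed as inactive read as strong as hits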
PERK inh = blocks human PERK kinase; Q9NZJ5; CHO PERK-DD fusion, SEAP luminescence translation reporter; 0.17% of 220,000 active; AID 1416; inhibition, % at 5.6 µM;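 active means inhibition above the mean inhibition of all tested compounds plus 3 SD, set separately per screening campaign, cut at about 2.9% in these data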;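 further: PERK kinase domain activated by AP20187 dimerizer at 100 nM; 0% = DMSO with dimerizer and 100% = rapamycin at 8.4 µM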
Target sequence (Q9NZJ5 whole entry, looked up, the tested form may be a part): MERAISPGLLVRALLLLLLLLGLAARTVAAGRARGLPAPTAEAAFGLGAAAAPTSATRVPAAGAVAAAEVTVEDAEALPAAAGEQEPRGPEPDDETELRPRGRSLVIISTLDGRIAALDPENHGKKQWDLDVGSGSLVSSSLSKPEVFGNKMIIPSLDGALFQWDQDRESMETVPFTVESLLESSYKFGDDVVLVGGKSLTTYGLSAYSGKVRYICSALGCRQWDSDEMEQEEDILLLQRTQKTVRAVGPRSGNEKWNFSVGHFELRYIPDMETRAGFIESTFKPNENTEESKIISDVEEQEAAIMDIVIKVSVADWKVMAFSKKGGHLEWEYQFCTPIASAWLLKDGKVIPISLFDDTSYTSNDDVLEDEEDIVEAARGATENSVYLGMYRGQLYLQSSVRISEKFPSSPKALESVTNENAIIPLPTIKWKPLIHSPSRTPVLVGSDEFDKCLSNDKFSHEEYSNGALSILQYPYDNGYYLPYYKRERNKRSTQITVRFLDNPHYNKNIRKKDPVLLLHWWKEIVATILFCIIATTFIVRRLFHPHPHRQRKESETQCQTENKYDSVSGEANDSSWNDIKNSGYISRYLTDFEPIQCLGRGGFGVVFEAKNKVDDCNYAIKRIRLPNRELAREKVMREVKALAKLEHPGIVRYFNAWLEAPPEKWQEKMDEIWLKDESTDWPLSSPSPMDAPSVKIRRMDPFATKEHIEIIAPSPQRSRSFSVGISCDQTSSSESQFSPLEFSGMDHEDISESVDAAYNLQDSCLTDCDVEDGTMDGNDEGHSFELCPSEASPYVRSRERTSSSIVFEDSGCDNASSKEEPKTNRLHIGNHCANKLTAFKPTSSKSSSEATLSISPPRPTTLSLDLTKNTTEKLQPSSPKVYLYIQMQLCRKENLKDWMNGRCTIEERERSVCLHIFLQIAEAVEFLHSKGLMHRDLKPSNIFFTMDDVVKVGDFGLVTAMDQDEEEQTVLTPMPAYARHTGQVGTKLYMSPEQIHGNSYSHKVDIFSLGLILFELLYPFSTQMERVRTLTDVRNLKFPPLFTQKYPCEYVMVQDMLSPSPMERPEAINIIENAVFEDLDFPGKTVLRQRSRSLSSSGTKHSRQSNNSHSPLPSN
zVAD death inh = blocks zVAD induced death of L929 cells. L929 zVAD necroptosis rescue, ATP luminescence, 24 h; with zVAD 60 µM. viability rescue, % at 10 µM. 0.38% of 220,000 active. AID 1377;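 active means activation, scaled between plate controls, above about 75%, limit read from the data; inactive means activation under that limit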;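 further: 0% = zVAD with DMSO and 100% = DMSO alone without zVAD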
PGE2 EP2 inh = blocks the human prostaglandin E2 receptor EP2 | P43116 | C6 glioma cells expressing human EP2, cAMP TR-FRET; cells stimulated with saturating PGE2 | inhibition, % at 25 µM | 0.52% of 260,000 active | AID 1422;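 active means percent inhibition above 40 after rounding to a whole number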;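 further: rat C6 glioma host cells with rolipram phosphodiesterase inhibitor present; the protocol text gives 20 µM as final concentration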
EP2 mod = modulators of human EP2 prostaglandin E2 receptor; AID 940; 0.83% of 260,000 active; EP2-expressing cells, cAMP HTRF FRET, PGE2 co-stimulation; P43116; induction, % at 25 µM;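 active means compounds whose cAMP rise, as percent of the full-agonist control response, exceeds 60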;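 further: rat C6 glioma line stably carrying human EP2 under a CMV promoter; the protocol text gives 20 µM as final concentration; 100% = response of wells given 1 µM PGE2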
RBBP9 inhibitor = inhibitors of human serine hydrolase RBBP9 | recombinant RBBP9, FP-Rh probe fluorescence polarization | inhibition, % at 7.94 µM | AID 1515 | O75884 | 0.2% of 220,000 active;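 active means inhibition above the campaign mean of all tested compounds plus 3 SD, cut at about 14% in these data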;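 further: plate controls were DMSO wells with RBBP9 for no effect and wells lacking RBBP9 protein for full effect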
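system = RBBP9 protein | input = RBBP9 at 2.5 µM in dispensed solution, before mixing | measured by = fluorescence polarization (mP), excitation 525 nm, emission 598 nm | incubation = enzyme-compound preincubation 30 min, then probe labeling 45 min, 25 °C | buffer or medium = Tris-NaCl-Pluronic buffer, pH 8.0 | compound = single dose 7.94 µM | also added = FP-Rh probe, 375 nM dispensing solution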
Runt-CBFb FRET = inhibitors of human RUNX1 Runt domain binding to CBFb | Q01196+Q13951 | Cerulean-Runt/Venus-CBFb FRET ratio 530/480, 1 h | inhibition, % at 20 µM | 0.46% of 220,000 active | AID 1496;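 active means inhibition over about 50% at 20 µM in the single-dose screen, limit read from the data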;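 further: 0% = DMSO wells and 100% = excess unlabeled CBFb competitor control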
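Assay system: Cerulean-Runt domain fusion protein, energy donor; Signal: fluorescence energy transfer, 422 nm excitation, 530/480 nm emission; Timing: 1 h compound exposure, room temperature; Control set: unlabeled CBFb; Medium: Tris buffer pH 7.5 with salts and BSA; Compound: single test concentration of 20 µM, 1% DMSO final; Probe or stimulus: Venus-CBFb 100 nM.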
Starred values were filed as active, the others as inactive; / = not tested or not shown; & = joins results of further samples.

Sequence of screens – Hck-Nef inh	TNF death inh	Runt-SMMHC FRET	PERK inh	zVAD death inh	PGE2 EP2 inh	EP2 mod	RBBP9 inhibitor	Runt-CBFb FRET
- C=CCNC(=O)c1sc(SC)cc1-c1ccc(Cl)cc1
    -1	-2.7	1	-0.1	0.7	6	42	-2	0
- O=C1/C(=C\c2ccc(-c3ccccc3Cl)o2)SC(=S)N1CC1CCCO1 (stereo not given)
    -1	-22	-34	0.3	-0.4	9	5	-13	6
- CCN(CC)CCC(C)OC(c1ccccc1)c1ccccc1 (stereo not given)
    2	1.7	0	0.1	-0.5	10	36	-4	-1
- Cc1c(C(=O)Nc2ccc(F)cc2)oc2ccc(S(=O)(=O)N3CCC4(CC3)OCCO4)cc12
    2	-7.6	-1	-0.1	0.6	6	-22	-13	-2
- COc1ccccc1CCN=C(N)NS(=O)(=O)c1cccs1
    26	0.9	-2	0.4	1.2	5	-30	5	1
- Cc1ccc(C(=O)NC(=S)NCCCN2CCOCC2)cc1
    -6	0.3	2	-0.2	-0.2	7	7	-4	1
- O=C(CN(Cc1ccco1)S(=O)(=O)c1cccs1)Nc1ccccc1C(F)(F)F
    5	0.5	6	-0.4	0.2	14	19	2	3
- CCCCC(=O)C1=C(N2CCCC2)CC(C)(C)CC1=O
    12	-2.0	/	0.9	0.5	9	27	6	/
- CCOC(=O)C1(S(=O)(=O)c2ccc(Cl)cc2)CCN(Cc2ccc(Cl)cc2)CC1
    0	-2.0	15	-1.4	0.7	8	3	-7	-3
- O=C(O)c1ccc(/C=C/c2nc3sc4c(c3c(=O)[nH]2)CCC4)cc1
    -56	0.9	86	0.3	4.0	3	-36	1	-31
- CCc1c(C(=O)NCCc2ccc(OC)c(OC)c2)[nH]c(C)c1C(C)=O
    -1	0.6	0	-0.9	0.5	6	-4	-7	2
- Cc1cc(N2CCN(C)CC2)nc2ccc(NC(=O)c3ccccc3F)cc12
    18	9.9	3	-0.3	6.8	7	-71	-9	2
- Fc1ccc(-c2cc3nc(-c4ccccc4)cc(N4CCN(CCN5CCOCC5)CC4)n3n2)cc1
    5	-6.8	11	-2.0	0.0	20	-10	-7	4
- CCOC(=O)c1c(C)[nH]c(C(=O)COC(=O)CSC)c1C
    24	-0.1	2	0.8	0.7	11	1	1	2
- O=C(c1cccc(C(F)(F)F)c1)N1CCOC12CCN(c1ncc(C(F)(F)F)cc1Cl)CC2
    1	-0.5	3	-1.1	1.3	7	40	4	-1
- COc1ccc(CC(=O)OCC(=O)N2N=C(c3ccccc3)CC2c2ccc(OC)cc2)cc1 (stereo not given)
    3	3.9	-4	-0.5	/	6	29	-12	-2
- O=C(O)COc1ccccc1/C=N/NC(=O)CSc1nc2ccccc2c(=O)n1-c1ccccc1
    27	1.3	1	-0.1	0.9	12	3	0	0
- Cc1[nH]c(C(=O)N/N=C/c2ccc(C(=O)O)cc2)c(C)c1C(=O)N/N=C/c1ccc(C(=O)O)cc1
    1	1.1	2	0.4	0.2	2	1	-2	2
- O=C(CSc1nnc(-c2ccncc2)n1CC1CCCO1)Nc1ccccc1Cl (stereo not given)
    22	1.1	-2	-0.1	-0.2	6	32	-4	0
- O=C(NCc1ccco1)C1CC(=O)N(c2ccc(Cl)cc2)C1 (stereo not given)
    -5	0.5	2	-0.2	0.9	7	-27	2	0
- Cn1c(SCC(=O)c2cccs2)nnc1-c1ccco1
    1	-0.5	1	1.6	0.3	-7&10	-5&-36	12	15
- O=C(C1CCC1)N(CCc1ccccc1)Cc1nc2ccccc2c(=O)[nH]1
    1	-0.9	-1	-0.7	0.3	7	16	6	-3
- CC(C)CCn1c(NCCN(C)C)nc2c1c(=O)[nH]c(=O)n2C
    1	0.3	0	0.0	-0.3	17	16	-3	-2
- CS(=O)(=O)N(CCC(=O)O)Cc1ccccc1
    0	-2.0	4	0.3	0.5	20	21	-7	-1
- CCOC(=O)c1c(/N=C/N(C)C)sc(C(=O)OC)c1C
    0	-1.5	-6	-0.3	0.7	4	54	-5	-2
- CC(C)(C)N(Cc1ccccc1)C(=O)CCc1ccccc1
    -17	-0.7	-10	-0.6	-0.7	10	37	-8	-1
- O=[N+]([O-])c1ccccc1CN1CCN(Cc2c[nH]c3ccccc23)CC1
    20	-4.1	3	-0.7	-0.8	4	-34	-9	4
- CC1Oc2ccccc2C=C1/C=N\NC(=O)c1cccnc1 (stereo not given)
    23	-0.1	-2	0.7	0.3	6	-38	-2	-2
- COC(=O)C1=C(C)N(CCc2ccc(OC)c(OC)c2)C(=O)/C1=C\c1ccc(O)cc1
    4	-0.5	-1	0.9	0.8	11	24	-2	1
- O=C(N/N=C/c1ccc(O)cc1O)c1ccc(CN2C(=O)c3cccc4cccc2c34)cc1
    29	-12	-48	0.2	61	17	-31	6	-36
- COc1ccc(Cl)cc1NC(=O)/C=C/C(=O)O
    5	0.2	0	0.5	0.1	3	8	-2	1
- CNC(=S)Nc1cccc(S(=O)(=O)NC2=NCCC2)c1
    -2	-0.7	0	0.7	0.5	6	17	-1	0
- Cc1ccc(CSCC(N)C(=O)O)cc1 (stereo not given)
    1	1.9	-2	0.5	0.1	6	15	-3	1
- CCn1c(SCC(=O)Nc2ccccc2C(=O)OC)nnc1-c1cccc(C)c1
    -1	0.9	1	-2.1	-0.6	10	17	4	1
- O=C(O)CC(CNS(=O)(=O)c1cccc2nsnc12)c1ccccc1 (stereo not given)
    13	1.8	-6	0.3	0.9	6	-2	-6	2
- Cc1ccccc1OCC(=O)NNC(=O)c1ccc(-c2ccccc2)cc1
    -1	-0.6	3	-0.5	0.1	7	18	-10	-2
- CN(C)S(=O)(=O)c1ccc(NC(=O)CSc2n[nH]c(=O)n2C2CC2)cc1
    27	0.1	2	1.1	2.6	4	19	-4	0
- Cc1cc(C)c(NC(=O)Cn2nc(-c3ccccc3)nc2-c2ccccc2)c(C)c1
    12	1.3	4	0.7	0.4	1	20	-4	1
- C=CCn1c(SC(C)C#N)nc2sc(CC)cc2c1=O (stereo not given)
    28	0.2	-3	0.8	27	8	41	-5	-1
- C=CCNc1nc(Nc2ccc(Cl)cc2)nc(OC)n1
    18	0.6	-1	-0.3	2.9	9	-34	-6	-1
- Cc1nc2ccccn2c1C(=O)NCC(C)C
    0	1.2	0	1.0	1.6	7	25	-5	2
- CCCCN(CC)C(=O)Cn1cnc2ccc(S(=O)(=O)N3CCC(C)CC3)cc2c1=O
    2	4.4	-5	-0.2	0.6	4	13	2	-9
- C=CCn1c(SCC(=O)NC(N)=O)nnc1-c1cc2c(s1)CCC(CC)C2 (stereo not given)
    2	2.8	0	0.7	1.1	5	48	-9	-6
- O=C(O)c1cccc(N2C(=O)C3C4C=CC(C4=C(c4ccccc4)c4ccccc4)C3C2=O)c1 (stereo not given)
    22	1.4	-3	0.1	-0.4	4	58	-1	-1
- NS(=O)(=O)c1ccc(NC(=O)C2(c3ccccc3)CCCC2)cc1
    -5	0.2	1	1.3	4.0	9	-34	4	-1
- Cc1nc(-c2ccc(Cl)cc2)sc1C(=O)CBr
    4	0.4	-2	0.6	-0.1	11	0	11	1
- Cc1cc2nnc(SCC(=O)N3CCOCC3)n2c2ccccc12
    7	-0.4	0	-0.7	3.0	4	10	6	2
- CC(=O)N1c2ccccc2N(Cc2ccc([N+](=O)[O-])cc2)C(=O)C1(C)C
    1	2.9	5	-0.8	-0.3	11	3	0	-2
- C/C(=N\Nc1nc(-c2cc(C)ccc2C)cs1)c1cc2c(ccc3ccccc32)oc1=O
    4	1.5	/	0.7	-0.1	4	8	-8	64*
- Cc1ccc(C)c(NC(=O)CCC(=O)N/N=C/c2ccc[nH]2)c1
    0	-20	-2	0.8	0.5	7	-3	-8	-5
- COCCNC(=S)N1CCN(c2cccc(C(F)(F)F)c2)CC1
    19	-0.9	-6	0.7	0.2	13	-27	-7	-1
- CC(C)(C)c1ccc(-c2noc(-c3ccno3)n2)cc1
    6	0.3	0	0.0	0.1	8	40	-5	-3
- CCCN(Cc1ccccc1)C(=S)Nc1ccc(OCC)cc1
    16	0.6	0	-0.3	-0.3	1	-4	2	1
- Cc1ccc(C)c(NC(=S)NNC(=O)c2csc3c2CCCC3)c1
    4	-3.5	0	-0.4	-0.7	8	-4	0	1
- O=c1n(-c2ccccc2)c(=O)n2n1CC(O)C2
    4	-0.9	2	0.9	1.3	7	9	-4	2
- COc1ccc(-c2[nH]n(-c3ccc([N+](=O)[O-])cc3)c(=O)c2C=NCC2CCCO2)cc1 (stereo not given)
    5	-1.9	-18	0.8	0.6	1	17	-10	-6
- COc1cccc(C(=O)C2CCCN(Cc3ccc(OC)c(Cn4cncn4)c3)C2)c1 (stereo not given)
    17	3.3	1	-1.3	-0.5	8	-2	-4	0
- COc1ccc(Nc2nc(N)nc(CSC(=S)N3CCC(C)CC3)n2)cc1
    0	1.3	-4	-0.6	1.2	6	-8	-2	0
- CCOC(=O)N1CCC(NC(=O)CN2C(=O)CSc3ncccc32)CC1
    -1	0.3	2	1.7	1.4	10	2	-4	2
- O=C1c2nc3cc(-c4ccco4)[nH]n3c(=O)c2CN1Cc1ccccc1
    24	3.0	9	1.8	1.1	9	44	-1	26

Following part:
Sequence of screens – Hck-Nef inh	TNF death inh	Runt-SMMHC FRET	PERK inh	zVAD death inh	PGE2 EP2 inh	EP2 mod	RBBP9 inhibitor	Runt-CBFb FRET
- COc1cccc(C2/C(=C(\O)c3ccc4c(c3)OCO4)C(=O)C(=O)N2CCN(C)C)c1OC (stereo not given)
    4	-1.2	4	0.8	-0.3	20	28	2	0
- Cc1c(CCOC(=O)C23CC4CC(CC(C)(C4)C2)C3)sc[n+]1Cc1ccccc1
    2	-5.7	3	0.0	0.1	0	-43	-8	-2
- CC(Sc1ccc(Cl)cc1)C(=O)NCc1cccnc1 (stereo not given)
    3	-0.1	-1	0.2	-0.5	11	31	-5	1
- Cc1oc(-c2ccccc2)cc1C(N)=O
    0	-2.6	-2	0.2	-0.5	21	-19	-8	7
- NC1=NC(=O)C2(COC(c3ccncc3)OC2)S1 (stereo not given)
    22	2.1	-2	-0.1	1.7	0	22	2	2
- Cc1ccc(S(=O)(=O)N(C)c2c(C)ccc(S(=O)(=O)Nc3ccncc3)c2C)cc1
    5	0.2	-1	1.3	0.0	7	8	4	0
- COc1ccc(NC(=O)/C(N=Nc2cc(S(=O)(=O)Nc3ccc(OC)cc3)ccc2OC)=C(\C)O)cc1
    -2	-0.4	-8	0.6	0.9	2	22	-11	-4

Screens from PubChem BioAssay.

An excerpt (hit frequency here may not be typical).
